Screening data as filed in PubChem BioAssay.
STK33 inh: human STK33 kinase inhibition | Q9BYT3 | purified STK33, MBP phosphorylation, ADP-Glo luminescence | inhibition, % at 10 µM | 0.073% of 320,000 active | AID 2661;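 active = inhibition at or above 25%, using the most active replicate where run in duplicate; inactive = inhibition below 25%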
KCNQ2 block: KCNQ2 potassium channel inhibitors, primary screen, cell-based, CHO-K1, FluxOR thallium flux, B-score (AID 2156); O88943; 20 min; hits give low values; B-score at 10 µM; 1.1% of 310,000 active;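 active = fluorescence ratio B-score at most minus 3 library SDs, with starting brightness B-score within 2 library SDs, cut at about -5.5 in these data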
Target sequence (O88943 whole entry, looked up): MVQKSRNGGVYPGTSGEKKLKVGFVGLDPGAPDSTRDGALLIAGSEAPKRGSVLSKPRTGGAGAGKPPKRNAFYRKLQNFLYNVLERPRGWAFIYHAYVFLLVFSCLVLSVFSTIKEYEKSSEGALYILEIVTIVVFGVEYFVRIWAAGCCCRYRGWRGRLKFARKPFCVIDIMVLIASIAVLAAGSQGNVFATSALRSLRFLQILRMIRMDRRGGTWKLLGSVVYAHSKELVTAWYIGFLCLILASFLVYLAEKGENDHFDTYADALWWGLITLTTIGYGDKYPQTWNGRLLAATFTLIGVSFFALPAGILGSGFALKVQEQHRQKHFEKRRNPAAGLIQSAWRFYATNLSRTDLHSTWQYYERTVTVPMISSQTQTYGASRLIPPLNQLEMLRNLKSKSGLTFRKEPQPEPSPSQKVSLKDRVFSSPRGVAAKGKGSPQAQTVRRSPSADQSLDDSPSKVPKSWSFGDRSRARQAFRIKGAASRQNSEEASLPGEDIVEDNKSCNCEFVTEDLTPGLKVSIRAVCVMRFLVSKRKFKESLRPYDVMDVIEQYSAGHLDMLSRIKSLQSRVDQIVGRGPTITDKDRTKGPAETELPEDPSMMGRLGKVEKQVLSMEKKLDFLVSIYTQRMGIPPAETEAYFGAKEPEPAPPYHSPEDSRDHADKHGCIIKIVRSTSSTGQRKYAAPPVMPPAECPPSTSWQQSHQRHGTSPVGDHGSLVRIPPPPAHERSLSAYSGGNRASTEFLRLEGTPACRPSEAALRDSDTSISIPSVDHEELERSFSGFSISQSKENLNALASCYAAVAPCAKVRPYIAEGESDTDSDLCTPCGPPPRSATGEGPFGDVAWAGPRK
Kir21 inh: blocks the mouse Kir2.1 inward-rectifier potassium channel. P35561. B-score at 10 µM. HEK293-Kir2.1, FluxOR thallium flux fluorescence; hits give low values. 0.85% of 310,000 active;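 active = fluorescence ratio B-score at or below minus 3 SD of library scores, with starting-brightness B-score within 2 SD, cut at about -4.2 in these data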;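 also: channel flux triggered by added potassium and thallium sulfate stimulus; B-score of peak minus minimum fluorescence over baseline after thallium stimulus; more negative B-score means stronger Kir2.1 block with less thallium influx; some compounds called inactive have numbers as strong as hits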
Numbers without * were called inactive; i = inactive; x = not tested or not shown.

Under each structure: STK33 inh, KCNQ2 block, Kir21 inh
> CCC1=C(OC(=O)N(CC)CC)N2C(=O)OC(=NCCc3c[nH]c4ccccc34)[C@]2(Cc2ccccc2)[C@H]2C1=CC[C@H]1C(=O)N(CC)C(=O)[C@H]12
    0.3, i, 0.46
> CC(C)c1ncc(C(O)c2cccc3ccccc23)n1C (stereo not given)
    0.6, i, -1.2
> COCc1ccc(O)c2ncccc12
    -1.5, i, 0.32
> CC(C)(C)OC(=O)NCCCCc1cn(CC(=O)N2CCN(C(=O)OC(C)(C)C)CC2)nn1
    0.5, i, -0.59
> CCn1c(-c2ccc(F)cc2)cnc1SCC(=O)N1CCc2ccccc21
    -0.3, i, 0.59
> N#Cc1ccc(CSc2nnc3ccccn23)cc1
    -2.0, i, 2.2
> COc1ccc(CC(=O)OC(C)C(=O)c2ccc(C)cc2)cc1 (stereo not given)
    5.7, i, -0.62
> COCCCN1C(=O)C(=O)/C(=C(/O)c2ccc(S(=O)(=O)N3CCCCC3)cc2)C1c1ccc(O)c(OC)c1 (stereo not given)
    0.1, i, 0.35
> CCOC(=O)c1[nH]c(C)c(C(=O)OCC(=O)N2CC(=O)Nc3ccccc32)c1C
    -1.7, i, 0.38
> CN(CCNC(=O)c1cn(C)c2ccc(S(=O)(=O)N3CCCC3)cc2c1=O)CCc1ccccc1
    -0.3, i, 0.04
> Cc1ccccc1NC(=O)CCNS(=O)(=O)c1cccc2nsnc12
    -0.3, i, -0.75
> CN(C)S(=O)(=O)c1ccc(C(=O)OCc2ccc(C#N)cc2)cc1
    -0.3, i, 0.49
> CCC12CSc3nc(Cl)ccc3N1C(=O)C(=O)N2C (stereo not given)
    x, i, 0
> COc1ccccc1-c1ccc(=O)n(CC(=O)NC2CCc3ccccc32)n1 (stereo not given)
    -0.2, i, 0.36
> CC(=O)OCC(=O)c1ccc2ccn(C(C)=O)c2c1
    1.7, i, 0.02
> CC(=O)N(c1cccc(Cl)c1)c1nc(C)cc(C)c1C#N
    -1.0, i, -1.9
> COc1ccc(C(=O)NCCNc2nc3c(C)cccc3cc2C#N)cc1OC
    0.6, i, -0.62
> O=C(NCc1cccnc1)c1sc2cc(Cl)ccc2c1Cl
    -1.6, i, 2.4
> CN(C)S(=O)(=O)c1cccc(C(=O)OCC(=O)c2c(N)n(C)c(=O)n(C)c2=O)c1
    -0.3, i, -0.2
> CC1Cc2ccccc2N1C(=O)/C=C/c1cccc(F)c1 (stereo not given)
    -0.1, i, 1.3

Exported bar-delimited: 2 of the compounds above
canonical_smiles | STK33 inh | KCNQ2 block | Kir21 inh
CC1Cc2ccccc2N1C(=O)/C=C/c1cccc(F)c1 (stereo not given) | -0.1 | i | 1.3
COCCCN1C(=O)C(=O)/C(=C(/O)c2ccc(S(=O)(=O)N3CCCCC3)cc2)C1c1ccc(O)c(OC)c1 (stereo not given) | 0.1 | i | 0.35

Going on with the list.
Under each structure: STK33 inh, KCNQ2 block, Kir21 inh
> Cc1ccccc1S(=O)(=O)Cc1ccc(C(=O)NC(C)c2ccccc2)o1 (stereo not given)
    -0.8, i, -0.72
> CC1CN(C)C(C)CC1NCc1ccc2c(c1)OCO2 (stereo not given)
    -0.1, i, -0.39
> Cc1ccc(C(=O)ONc2ccc(N=NC(=O)c3ccccc3O)cc2)cc1
    11, i, -0.02
> CCn1c(SC)nnc1C1CCCN(CC(=O)Nc2ccccc2N2CCOCC2)C1 (stereo not given)
    -0.7, i, 0.5
> CCCCCCn1c(N2CCN(c3cccc(Cl)c3)CC2)nc2c1c(=O)[nH]c(=O)n2C
    -0.3, i, -0.31
> CCOC(=O)C1CCCN(S(=O)(=O)c2ccc(S(=O)(=O)N3CCCC3)cc2)C1 (stereo not given)
    -2.1, i, -1.1
> COc1ccc(-n2c(SCC(=O)Nc3nc(C)cs3)nnc2-c2ccoc2C)cc1
    -0.7, i, 0.16
> O=S(=O)(c1ccccc1C(F)(F)F)N1C=CC(C(F)(F)F)=NCC1
    x, i, -0.32
> COc1cccc(CNc2nnnn2C)c1
    -1.2, i, 0.13
> CO/N=C(\Cn1ncc(N2CCCC2)c(Br)c1=O)c1ccc(Cl)cc1
    -2.5, i, 2.3
> CC(Oc1ccccc1F)C(=O)/C=C/N(C)C (stereo not given)
    0.0, i, 0.25
> O=C1CCCC(=O)C1C1c2ccccc2CCN1C(=O)CCl (stereo not given)
    -1.0, i, 1.1
> O=C(NCCc1ccccc1)C1CC(=O)N(c2ccc3c(c2)OCCO3)C1 (stereo not given)
    -0.2, i, -1.9
> COCCCNc1nc(=S)[nH]c2cc(OC)c(OC)cc12
    -1.5, i, 1.8
> O=C(Nc1ccccc1F)Nc1cccc2ccc(O)cc12
    4.7, i, 2.3
> COc1ccc(CCN2CCCC(CN(C)Cc3cc(Cl)c(O)c(OC)c3)C2)cc1 (stereo not given)
    -0.4, i, -1.6
> O=S1(=O)CCC(n2nccc2-c2ccccc2)C1 (stereo not given)
    -1.3, i, -0.52
> CCOc1ccc(NC(=O)CSc2nc(O)c(C)c(=O)n2-c2ccc(F)cc2)cc1
    -1.5, i, 0.22
> CCOC1(/N=C(\C)NS(=O)(=O)c2ccc(Cl)cc2)C(C)=CC(=O)C=C1C
    -1.8, i, -1.2
> Cc1csc(NC(=O)CCn2c(=O)oc3ccc(Cl)cc32)n1
    2.0, i, -2.8
> CCOc1ccc(NC(=O)Cn2nnc(-c3ccccc3F)n2)cc1
    -2.5, i, -0.39
> Brc1cccc(CN2CCCCCCC2)c1
    -1.9, i, 0.08
> COCCn1cnc2c(c1=O)c1nc3ccccc3nc1n2/N=C/c1cccc(OC)c1
    -0.5, i, 1.1
> O=c1[nH]c(C2CCN(S(=O)(=O)c3ccccc3F)CC2)nc2c1nnn2Cc1ccc(F)cc1
    -0.1, i, -0.59
> COc1ccc(C2C(=O)N(C3CCCCC3)CC(=O)N2C2CCCCC2)cc1 (stereo not given)
    1.7, i, 0.63
> NC(=O)CCS(=O)(=O)CCN1CCCCC1
    -3.2, i, 1.8
> Cc1cc(N2CCCC2)nc2c(C)cccc12
    0.1, i, 1.2
> CCc1ccc2oc(C(=O)NC3CCS(=O)(=O)C3)cc(=O)c2c1 (stereo not given)
    x, i, 0.01
> CCN1CCCC1CNC(=O)Cn1ncc2c(=O)oc3ccc(C)cc3c21 (stereo not given)
    1.9, i, -0.13
> COc1ccc(CNC(=O)c2ccc(Br)o2)cc1
    0.5, i, -0.01
> O=C(Nc1cccc(O)c1)c1noc2c1CCc1ccccc1-2
    0.7, i, 0.32
> COc1ccccc1NC(=O)/C=C\c1ccco1
    0.1, i, 0.22
> CC(=O)Nc1ccc(NCC(=O)c2ccccc2)cc1
    -0.8, i, 0.52
> CN(C)c1nc(N)nc(CSc2nnnn2C)n1
    -0.8, i, 0.01
> C=CCC1(O)C(=O)Nc2ccccc21 (stereo not given)
    0.3, i, 0.58
> Cc1cc(C)n(C(=O)c2cccc(S(=O)(=O)N3CCCCC3)c2)n1
    -1.0, i, -1.3
> Cc1ccc(-c2csc(N3CCN(CCCn4c(-c5ccncc5)nc5ccccc54)CC3)n2)cc1
    0.0, i, -1.2
> Cc1ccc(NC(=O)CNCc2cccs2)c(Br)c1
    0.0, i, -1.8
> CC(=O)N1CCc2cc(S(=O)(=O)CCC(=O)N3CCN(c4ccccn4)CC3)ccc21
    -1.2, i, -0.44
> CCOCCCNC(=O)c1ccccc1OC1CCN(S(C)(=O)=O)CC1
    -1.1, i, -0.03
> CC(C)CN(C1CCS(=O)(=O)C1)S(=O)(=O)c1ccc(C(C)C)cc1 (stereo not given)
    -2.2, i, 0.94
> C#CCN(C(=O)c1ccc(OC)c(OC2CCN(C(C)C)CC2)c1)C1CCCCC1
    -0.1, i, -0.45
> O=C(CSc1nc2[nH]ncc2c(=O)n1-c1ccccc1Cl)N1CCCC1
    -2.8, i, 0.38
> O=C(NCCc1ccccc1)C(=O)NCC1(c2ccccc2)CCCC1
    -2.1, i, 0.07
> CC(C)CSc1nc2ccccc2n1CC(N)=O
    -1.8, i, 0
> Cc1ccc(Oc2ncc(CN3CC(C)OC(C)C3)s2)cc1 (stereo not given)
    -1.0, i, 0.48
> O=C(COc1ccccc1)NCC(=O)N/N=C/c1ccco1
    -2.2, i, 0.86
> CC(C)OC(=O)CN1C(=O)S/C(=C/c2ccc(N3CCCCC3)o2)C1=O
    0.0, i, -4.8
> CCC(CC)C1C(C#N)=C(N)Oc2n[nH]c(C)c21 (stereo not given)
    0.6, i, 0.19
> Cc1ccc(S(=O)(=O)NCCNc2ccc([N+](=O)[O-])cc2)cc1
    -1.3, i, -2.2
> CC(C)(C)N(Cc1nc(-c2ccccc2)no1)C(=O)c1ccc2c(c1)OCO2
    -1.7, i, 0.16
> CCOCCc1nnc(NC(=O)CSc2ccccc2)s1
    0.2, i, 1
> COC(=O)CCCC(=O)N1CCCC(CNS(=O)(=O)c2ccc(OC)cc2)C1 (stereo not given)
    -0.4, i, -0.07
> COCCNC(=O)C(OC(=O)c1ccco1)c1ccccc1F (stereo not given)
    -0.7, i, -0.16
> O=C(CSc1nc2ccccc2o1)NCC(=O)c1ccccc1
    4.9, i, -0.18
> CCOC(=O)C1CCN(C2CC(=O)N(c3ccc(OCC)cc3)C2=O)CC1 (stereo not given)
    -0.4, i, -0.07
> COc1cc(OC)cc(C(=O)NCCOc2ccccc2)c1
    -0.3, i, 2.2
> COc1ccccc1NC(=S)N1CCCc2ccccc21
    0.0, i, -1.5
> N/C(=N\OC(=O)CN1C(=O)c2ccccc2C1=O)c1ccc(Br)cc1
    -0.5, i, 0.17
> CCCCn1c(N)c(N(CC)C(=O)CCc2ccccc2)c(=O)[nH]c1=O
    1.7, i, 0.82

Entries of single compounds as entered above. Order of screens: STK33 inh	KCNQ2 block	Kir21 inh
O=C(NCCc1ccccc1)C(=O)NCC1(c2ccccc2)CCCC1 in the list: -2.1	i	0.07
O=C(COc1ccccc1)NCC(=O)N/N=C/c1ccco1 in the list: -2.2	i	0.86
CCC(CC)C1C(C#N)=C(N)Oc2n[nH]c(C)c21 (stereo not given) in the list: 0.6	i	0.19
O=C(CSc1nc2ccccc2o1)NCC(=O)c1ccccc1 in the list: 4.9	i	-0.18
COC(=O)CCCC(=O)N1CCCC(CNS(=O)(=O)c2ccc(OC)cc2)C1 (stereo not given) in the list: -0.4	i	-0.07

(further entries)
Under each structure: STK33 inh, KCNQ2 block, Kir21 inh
> O=C(Nc1ccc(NC(=O)c2cc3ccccc3o2)cc1)c1ccco1
    -0.7, i, -1.6
> CCn1ncc(/C=C/C(=O)Nc2c(C)nn(CC)c2C)c1C
    -4.0, i, 2.7
> COc1ccccc1C(=O)NC(=S)Nc1cccnc1Cl
    0.4, i, 0.14
> O=C1c2ccccc2NC(c2ccccc2)N1c1ccc(O)cc1 (stereo not given)
    -0.3, i, -0.97
> Nc1nc(CCl)nc(Nc2ccccc2)n1
    -1.6, i, 0
> CCOC(=O)NNC(=O)C12CC3CC(CC(C3)C1)C2
    0.0, i, 1.1
> CCOC(=O)c1c(NC(=O)C2CC(Cl)=CCC2C(=O)O)sc2c1CCCCC2 (stereo not given)
    -0.6, i, 0.49
> COc1ccc(/C=C2\SC(=O)N(CCC(=O)N(C)C3CCS(=O)(=O)C3)C2=O)cc1 (stereo not given)
    1.7, i, 1.1
> CC1CN(c2ccccc2)C(=O)CS1 (stereo not given)
    -0.6, i, 0.91
> O=C(O)c1ccccc1S(=O)(=O)CC(=O)N1CCCCC1
    -1.6, i, 2.4
> CN[C@@H]1CC[C@H](c2ccc(Cl)c(Cl)c2)c2ccccc21
    -1.0, i, -5.8*
> CNS(=O)(=O)c1cccc(C(=O)NCC(C)(C)N2CCCCC2)c1
    0.2, i, -0.49
> CCN(C(=O)COC(=O)c1cc(S(=O)(=O)N2CCOCC2)c(Cl)cc1Cl)C1CCS(=O)(=O)C1 (stereo not given)
    -0.9, i, -0.01
> CC1CCN(S(=O)(=O)c2cc(C(=O)Nc3ccccn3)ccc2Br)CC1
    -0.4, i, -0.22
> Cc1cc(-c2nnc(CCC(=O)N(C)CCc3ccccc3)o2)no1
    x, i, 0.7
> COc1ccccc1OC(=O)c1ccc(SC)cc1OC
    8.9, i, 0.76
> COc1ccc(C(CNC(=O)c2cccc3cccnc23)N(C)C)cc1 (stereo not given)
    0.1, i, 0.38
> CCOc1ccc(CNC(=O)CN2C(=O)CSc3ccc(S(=O)(=O)N4CCOCC4)cc32)cc1OC
    -1.2, i, 0.62
> CC(=O)c1cccc(NC(=O)CSc2nnc(-c3ccc(S(=O)(=O)N4CCCC4)cc3)o2)c1
    1.3, i, 0.7
> COc1cc2c(cc1OC)C1=C(C#N)CC/C(=N\S(=O)(=O)c3ccccc3)N1CC2
    -0.3, i, -0.02
> O=C(/C=C/c1ccc2c(c1)OCO2)N1CCN(c2n[nH]c(=O)[nH]c2=O)CC1
    -0.7, i, 0.25
> C/C(=N\NC(=S)NC1CCCCC1)c1ccccc1
    1.7, i, -0.03
> O=C1CN(C(=O)c2ccccc2)C(c2ccccc2)c2cc(Cl)ccc2N1 (stereo not given)
    -1.0, i, 0.2
> Cc1cccc(OCCOC(=O)C2CCN(S(=O)(=O)c3cccs3)CC2)c1
    -1.9, i, 0.79
